PLK1 PBD block = qHTS for Inhibitors of PLK1-PDB (polo-like kinase 1 - polo-box domain): Primary Screen; Serine/threonine-protein kinase PLK1 (Homo sapiens), P53350; Plk1 PBD binding of FITC phosphopeptide, fluorescence polarization; Potency, µM, without a hit: max response, negative = inhibition, hits mostly inhibitors; actives 2.8% (n = 360,000); note: potency is the fitted concentration of half-maximal effect; series mostly up to about 57 µM; % is set by controls: 0 for no effect and ±100 for the full control effect; nearly all actives have a fitted effect of over 65% in size
GLP1R ag = qHTS of GLP-1 Receptor Agonists; Glucagon-like peptide 1 receptor (Homo sapiens), P43220; HEK293 GLP-1R CRE-luciferase, luminescence, 4-6 h; cells express a hypersensitive GLP-1R form; Potency, µM (series often up to 45.6 µM), without a hit: top-dose activation, actives largely listed as activators; actives 0.007% (n = 380,000); AID 624172, 2012; note: potency is the fitted concentration of half-maximal effect; % of control where 0% means no effect
Target sequence (P43220 whole entry, looked up): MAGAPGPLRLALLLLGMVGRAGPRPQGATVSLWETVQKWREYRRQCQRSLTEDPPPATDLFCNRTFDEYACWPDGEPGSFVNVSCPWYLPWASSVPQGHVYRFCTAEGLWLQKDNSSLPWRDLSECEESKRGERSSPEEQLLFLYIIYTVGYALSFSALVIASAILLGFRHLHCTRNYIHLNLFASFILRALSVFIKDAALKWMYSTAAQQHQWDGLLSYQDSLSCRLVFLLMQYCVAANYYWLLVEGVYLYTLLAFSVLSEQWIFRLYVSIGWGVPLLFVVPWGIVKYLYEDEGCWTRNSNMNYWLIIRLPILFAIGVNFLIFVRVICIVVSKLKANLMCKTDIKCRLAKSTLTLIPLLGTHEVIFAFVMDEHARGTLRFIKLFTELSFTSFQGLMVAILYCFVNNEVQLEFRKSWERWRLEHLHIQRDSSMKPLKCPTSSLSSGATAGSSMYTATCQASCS
PTHR1 agonist = qHTS for PTHR1 Agonists: Primary Screen; Parathyroid hormone/parathyroid hormone-related peptide receptor (Homo sapiens), Q03431; actives 0.075% (n = 410,000); AID 743266, 2014; Potency, µM (series often up to 115 µM), inactives show top-dose activation, most hits filed as activators; HEK293 GP2 PTHR1 cells, GloSensor cAMP luminescence, 1 h; note: potency is the fitted concentration of half-maximal effect; nearly all actives have a fitted effect of over 55% in size; some results filed as inactive show a strong effect at the top dose; inactives centre near -15; many of its hits are not listed in these tables
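HEK-293-derived GP2 cells expressing PTHR1 and a GloSensor cAMP reporter, 3,000/well, plated overnight, given luciferin plus IBMX (each 0.5 mM as added) for 1 h at 37 °C, then compound for 1 h at 37 °C. Luminescence was read after 15 min at room temperature.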
EPAC1 agonist = qHTS for Agonist of cAMP-regulated guanine nucleotide exchange factor 3 (EPAC1): primary screen; Rap guanine nucleotide exchange factor 3 (Homo sapiens), O95398; EPAC1 agonist qHTS, biochemical assay; response scale: 100% = response to 6.5 mM cAMP; Potency, µM (titrated, usually from 154 µM), inactives show top-dose activation, hits mostly activators; actives 0.073% (n = 360,000); AID 720707, 2013; note: potency is the fitted concentration of half-maximal effect; nearly all actives have a fitted effect of over 60% in size
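EPAC1 100 nM, Rap1B–BODIPY-GDP 250 nM, unlabeled GDP 50 uM; compound titration; 5 min RT; kinetic read ex480/em540 at 5-min intervals ×30 min; data normalized to 6.5 mM cAMP agonist control.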
GLP1R cytotox = qHTS of GLP-1 Receptor Inverse Agonists: Cytotox Screen; HEK293 cAMP-luciferase reporter cells, luminescence, 24 h; Potency, µM (titrated, usually from 38.3 µM), inactives show at the highest dose activity change, negative = inhibition, hits mostly inhibitors; actives 0.13% (n = 410,000); AID 624418, 2012;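 note: loss of luciferase light is scored as toxicity; potency is the fitted concentration of half-maximal effect; % is set by controls: 0 for no effect and ±100 for the full control effect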
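A 23 nL compound transfer followed 12 hours of cell culture at 37 deg C; exposure then lasted 24 hr. Luciferase assay detection reagent was dispensed and plates read for luminescence after a 12 min room-temperature wait.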
PI5P4Ka inh = qHTS for Inhibitors of phosphatidylinositol 5-phosphate 4-kinase (PI5P4K); Phosphatidylinositol 5-phosphate 4-kinase type-2 alpha (Homo sapiens), P48426; PI5P4Kalpha enzyme, ADP-Glo luminescence, 60 min; stronger effect = lower value; max response, %; actives 1.2% (n = 330,000); AID 652105, 2013; active = max response of -50% or lower; inconclusive = between -30% and -50%; inactive = -30% or higher; note: value at the top dose of about 77 µM; % is set by controls: 0 for no effect and ±100 for the full control effect
Target sequence (P48426 whole entry, looked up): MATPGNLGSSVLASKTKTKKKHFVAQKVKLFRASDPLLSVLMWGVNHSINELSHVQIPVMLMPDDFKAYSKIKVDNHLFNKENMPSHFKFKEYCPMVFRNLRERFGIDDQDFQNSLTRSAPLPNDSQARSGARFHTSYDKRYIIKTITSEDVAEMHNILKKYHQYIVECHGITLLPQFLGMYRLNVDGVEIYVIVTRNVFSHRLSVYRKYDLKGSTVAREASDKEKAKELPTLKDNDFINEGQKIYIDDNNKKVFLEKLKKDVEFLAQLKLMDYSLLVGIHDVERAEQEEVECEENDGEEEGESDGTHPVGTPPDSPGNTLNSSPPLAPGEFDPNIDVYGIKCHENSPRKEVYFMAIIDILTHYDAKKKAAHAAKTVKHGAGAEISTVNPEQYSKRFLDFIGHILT
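Human PI5P4Kalpha with substrate in 0.038 M HEPES pH 7.4, 0.28 mM EGTA, 0.1% CHAPS, 5% DMSO; reaction started with 5 microM ATP (final), 60 min at room temperature. ADP formed read by ADP-Glo luminescence.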
IL-2 act = qHTS of IL-2 Activators. activation, % (series mostly up to about 46 µM). IL-2 activation reporter assay, cell-based qHTS; stimulated with anti-CD3/CD4/CD28 beads; in transgenic mouse T cells. actives 0.065% (n = 360,000); in the data active = activation above about 50%; inconclusive = mostly about 30% to 49%; note: 0% is about no effect
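Unstimulated transgenic mouse T cells preincubated 60 min with compound, then stimulated with anti-CD3/anti-CD4-coated beads plus anti-CD28 for 18 h at 37 degrees C. IL-2 response read as EGFP and DsRed fluorescence by plate cytometry.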
EPAC1 antagonist = qHTS for Antagonist of cAMP-regulated guanine nucleotide exchange factor 3 (EPAC1): primary screen. Rap guanine nucleotide exchange factor 3 (Homo sapiens), O95398. EPAC1 GEF assay, Rap1b-BODIPY-GDP exchange fluorescence. Potency, µM (series often up to 115 µM), inactives show top-dose activity change, negative = inhibition, hits mostly inhibitors. actives 0.14% (n = 360,000);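 note: potency is the fitted concentration of half-maximal effect; plate controls were vehicle for no effect and positive control for full effect; nearly all actives have a fitted effect of over 50% in size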
GLP-1R inv ag = qHTS of GLP-1 Receptor Inverse Agonists (Inhibition Mode); Potency, µM (doses to about 38.3 µM), for inactives: at the top dose activity change, negative = inhibition, actives largely listed as inhibitors; HEK293 GLP-1R CRE-luciferase, luminescence, 24 h; GLP-1R form is constitutively active; actives 1.6% (n = 410,000); Glucagon-like peptide 1 receptor (Homo sapiens), P43220; note: potency is the fitted concentration of half-maximal effect; % is set by controls: 0 for no effect and ±100 for the full control effect; nearly all actives have a fitted effect of over 55% in size
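Inverse agonism was detected as reduced cAMP-driven luciferase luminescence after 24 h compound treatment. The cells were HEK293 clones expressing constitutively active human GLP-1R with the reporter. Reporter-only and GPR119 cell lines served as counterscreen controls.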
* hit, by the source's call; i = inactive; u = inconclusive; x = not tested or not shown; [ ] = another dose, or the depositor's remark. Unless noted, calls come from the whole dose curve; as a rule, active = well fitted curve in the direction sought with a large enough effect; inconclusive = small, poorly fitted or top-dose-only effect, or another doubt; inactive = no such curve, though single readings can be large; an effect the other way counts as inactive or inconclusive. Some of the compounds tested; count on the stated rates, not on these rows.

smiles,GLP1R ag,PI5P4Ka inh,PTHR1 agonist,IL-2 act,GLP-1R inv ag,EPAC1 agonist,EPAC1 antagonist,GLP1R cytotox,PLK1 PBD block
O=C(NCc1ccncc1)c1ccc(NS(=O)(=O)c2ccccc2)cc1,1%,-5,i,-2.9,9%,4%,12%,1%,2%
Clc1ccc(C2=CSC3=NCCN23)c(Cl)c1,0%,10,i,7.3,u,10%,8%,0%,-11%
O=[N+]([O-])c1ccc(N2CCN(c3ccccn3)CC2)c(Cl)c1,21%,6,-58%[inhibitor],-0.4,18%,15%,-3%,0%,-2%
Cc1ccc(NC(=O)CN(C)C(=O)CCOc2ccccc2C)cc1,1%,2,i,-2.3,5%,-7%,0%,12%,1%
COc1ccccc1-n1ccnc1SCC(=O)NCC1CCCO1 (stereo not given),-2%,-2,i,-3.5,-13%,-8%,25%,-3%,2%
CCOC(=O)c1cnc2c(C#N)cnn2c1N,6%,8,i,3.5,9%,5%,8%,-1%,-1%
CCc1ccc2nc(N3C(=O)C(O)=C(C(=O)c4ccco4)C3c3cccs3)sc2c1 (stereo not given),-1%,-59*,-31%,-1.4,u,-17%,-20%,18%,17µM*
O=C(O)CCCCCn1c(SCc2cc(=O)n3cc(Cl)ccc3n2)nc2ccsc2c1=O,-3%,2,-20%,1.6,44%[activator],2%,-7%,3%,-8%
COc1ccc(-c2ccc(C(=O)Nc3cccc(C(C)=O)c3)c3occc23)c(C)c1,-3%,13,-59%[inhibitor],-0.5,u,-1%,12%,-8%,-1%
Cc1ccc([N+](=O)[O-])cc1N(CC(=O)NCC1CCCO1)S(C)(=O)=O (stereo not given),11%,3,i,-3.0,10%,-7%,24%,1%,3%
c1ccc(-c2nc(NC3CC3)nc(-n3ccnc3)n2)cc1,0%,9,i,-0.5,0%,0%,9%,1%,-1%
COc1ccc2c(=O)c3c(=O)n(CCc4ccccc4)c(C)nc3oc2c1,0%,0,1%,18,17%,5%,-5%,-18%,1%
CC1Cc2cc(S(=O)(=O)N3CCC(C(=O)N(C)Cc4ccccc4)CC3)ccc2N1C(=O)C1CC1 (stereo not given),16%,4,-2%,13,2%,10%,-21%,-7%,-18%
COc1ccc(CCNC(=O)c2cccc(S(=O)(=O)N3CCc4ccccc4C3)c2)cc1,19%,-3,-27%,-0.6,u,-1%,7%,3%,-9%
CC(=O)Nc1ccc(C(=O)Cn2c3[n+](c4c(F)c(F)ccc42)CCCCC3)cc1,0%,8,i,2.5,10%,5%,-9%,10%,-5%
O=C(CCN1CCN(c2ccccc2)CC1)NNC(=S)Nc1ccccc1Cl,1%,1,-1%,0.6,15%,7%,7%,-7%,-6%
CC1=NCCN1S(=O)(=O)c1cc([N+](=O)[O-])ccc1Cl,2%,2,i,4.0,14%,0%,-10%,-2%,-13%
O=C(c1cc(-c2ccccc2Cl)on1)N1CCN(C(=O)c2ccco2)CC1,1%,3,i,-0.9,-20%,8%,-3%,-5%,-11%
O=C(NCC(=O)N1CCCC1)c1ccccc1F,1%,-1,i,-1.9,9%,-8%,-21%,0%,-4%
CCc1c(C)nc2c(OC)cccc2c1SCCC(=O)O,-1%,-8,i,-0.6,24%,4%,-3%,9%,-20%
C=CCn1c(SCC(C)=O)nc2sc3c(c2c1=O)CCC3,0%,6,-25%,-2.3,u,1%,0%,0%,1%
COC(=O)[C@@]12C[C@@H](CC(=O)NCCC(C)C)C(=O)N(Cc3ccco3)C1=CCC(C)(C)C2,x,-4,-16%,0.8,-7%,-11%,-13%,-1%,2%
CCCC(=O)N1CCN(c2ccc([N+](=O)[O-])cc2Cl)CC1,2%,3,-17%,-1.8,19%,1%,0%,-3%,-15%
CCN(c1ccccc1)S(=O)(=O)c1c(C)noc1C,0%,3,-5%,-4.3,-9%,5%,7%,-6%,-9%
CCc1c(C)sc2nc3c(C(=O)N4CCOCC4)cc(C(=O)c4ccccc4O)cn3c(=O)c12,6%,3,-16%,-0.3,u,-1%,-8%,-10%,-16%
COC(=O)c1ccc(Nc2nnc(-c3ccc(C)c(S(=O)(=O)NCC4CCCO4)c3)c3ccccc23)cc1 (stereo not given),15%,-11,i,-4.1,15%,8%,-20%,13%,-12%
O=C(COc1ccccc1Cl)NCc1ccncc1,-5%,-1,i,1.0,13%,1%,2%,-9%,-2%
CC/C(=N/Nc1cccc(C)c1)c1cnnc(SC)n1,5%,2,-16%,190*,-6%,-6%,u,-12%,-6%
Cc1cccc(OCc2nnc(SCn3nnc4ccccc4c3=O)o2)c1,2%,0,-5%,-0.2,u,0%,-4%,-14%,-12%
COc1cccc(C2c3c(oc4ccccc4c3=O)C(=O)N2CCCN(C)C)c1OC (stereo not given),19%,2,-16%[57.5 µM],-0.3,-5%,4%,-6%,13%,-4%
CC(C)C(=O)Nc1c2c(nn1-c1ccccc1)CSC2,4%,5,i,-0.1,11%,-2%,-25%,-2%,1%
CCc1nnc(NC(=O)CCS(=O)(=O)Cc2ccccc2)s1,-1%,1,i,1.0,-1%,5%,-1%,3%,0%
O=C(c1ccccc1)N1CCCC(C(=O)N2CCN(c3ccccc3)CC2)C1 (stereo not given),-1%,-13,-5%,-0.7,11%,0%,-9%,5%,27µM*
CCN(CC)c1cc2nc(C)n(Cc3ccccc3)c(=O)c2cc1NC(=O)C1CC1,16%,3,-15%,-1.9,-24%,0%,-16%,-9%,-6%
COc1ccc(N(Cc2nnc3n2CCCCC3)C(=O)Nc2ccccc2)cc1,0%,3,2%,-0.4,15%[7.66 µM],5%,-8%,2%[7.66 µM],-13%
O=C(Nc1ccc(N2CCN(C(=O)c3ccccc3)CC2)cc1)c1cc2ccccc2o1,-17%,-10,-20%,-0.1,19%,0%,7%,7%,0%
COc1cc(NS(=O)(=O)c2ccc(NC(=O)CN3C(=O)c4ccccc4C3=O)cc2)nc(OC)n1,-6%,-9,-28%,-4.1,0%,-5%,-5%,-5%,-13%
O=C(CNCC(=O)Nc1ccc(F)c(F)c1F)Nc1ccc(F)c(F)c1F,-1%,-2,-21%,-2.9,-26%,-2%,13%,-5%,0%
Cc1nnc(NC(=O)CSc2nc(C(C)C)nc3sc(C)c(C)c23)s1,1%,-1,-10%,-0.2,5%,-14%,-24%,10%,-7%
C=CCNCc1cccn1-c1sc2c(c1C#N)CCCC2,6%,x,-58%[inhibitor],-2.5,-7%,-2%,0%,-9%,-4%
CC1CCCN(C(=O)COC(=O)/C=C/c2ccc(C(F)(F)F)cc2)C1 (stereo not given),10%,13,-28%,-0.5,-10%,-3%,-27%,-6%,1%
CCC(=O)c1ccc2c(c1)OCCO2,-4%,3,-18%,-0.4,4%,2%,-13%,1%,-2%
COc1ccc2c(c1)O[C@H]1c3ccc(O)cc3OC[C@@H]21,4%,21,-27%,-0.2,27%,-9%,-12%,0%,-9%
O=C(Cc1ccc(Br)cc1)N(Cc1ccccc1)c1ccccn1,7%,2,i,-3.4,u,6%,-26%,-6%,-15%
COC(=O)CNc1cccc(C(F)(F)F)c1,-3%,-7,i,4.3,5%,7%,-5%,-7%,-3%
CC1CCC(C(C)C)C(OC(=O)C[n+]2cccc(C(N)=O)c2)C1 (stereo not given),1%,-75*,-23%[57.5 µM],-0.7,-28%,1%,7%,-1%,2.4µM*
COc1ccc(CN2CCN(S(=O)(=O)c3ccc(C)cc3)CC2)cc1OC,20%,-7,-2%,-4.8,46%[activator],5%,-13%,-11%,-7%
COc1ccc(OC)c(Cc2nnc(CCC(=O)NC3CCCC3)o2)c1,7%,3,17%,3.8,7%,-3%,-33%,-3%,-18%
CC(C)C(=O)Nc1cccc(NC(=S)NC(=O)c2ccc(Cl)cc2)c1,12%,x,-13%[57.5 µM],-0.3,u,0%,0%,u,0%
O=C(NCC(c1cccs1)N1CCOCC1)c1cc([N+](=O)[O-])cc([N+](=O)[O-])c1 (stereo not given),9%,8,-29%,-3.3,1%,-13%,-21%,16%,-17%
CCCn1c(=S)[nH]c2cc(C(=O)N3CCN(C(=O)OCC)CC3)ccc2c1=O,13%,-4,-8%,-2.8,-3%,-16%,5%,-5%,-3%
O=C(Nc1ccc(F)cc1)C1CCCO1 (stereo not given),5%,1,-23%,0.8,30%,-10%,-26%,5%,-13%
